# TR SRC2 fluor cs: Total Fluorescence Counterscreen for Inhibitors of the Interaction of Thyroid Hormone Receptor and Steroid Receptor Coregulator 2. TRb/SRC2 Texas Red total fluorescence interference. Potency, µM (top dose mostly 106 µM), for the others: top-dose fluorescence change, negative = quenching. 280,000 compounds, 0.29% hits. AID 1479, 2009; active = well fitted curve in either direction with a large enough effect; inconclusive = small, poorly fitted or top-dose-only effect
#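 Human TRβ ligand-binding domain (0.6 uM) and Texas Red SRC2 peptide (20 nM) in Tris buffer with 1 uM T3 and 5% DMSO were incubated with pinned compound for 5 hr at ambient temperature. Total fluorescence was computed as S + 2P (555/632 nm).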
# KDM4E inh: qHTS Assay for Inhibitors of Human Jumonji Domain Containing 2E (JMJD2E); Lysine-specific demethylase 4E (Homo sapiens), B2RXH2; JMJD2E catalytic domain, FDH-coupled NADH fluorescence (FDH is formaldehyde dehydrogenase); Potency, µM (doses to about 57.1 µM), for the others: top-dose activity change, negative = inhibition, actives largely listed as inhibitors; 230,000 compounds, 1.6% hits; AID 2147, 2009; active = well fitted inhibition curve with a large enough effect, not every such curve was filed as active; inconclusive = small, poorly fitted or top-dose-only effect, or another doubt; inactive = no such curve, though single readings can be large or run the other way;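 note: 0% = wells with enzyme and -100% = buffer wells without enzyme; nearly all actives have a fitted effect of over 50% in size; many of its hits are not listed in these tables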
# Target sequence (B2RXH2 1-337 limits assumed): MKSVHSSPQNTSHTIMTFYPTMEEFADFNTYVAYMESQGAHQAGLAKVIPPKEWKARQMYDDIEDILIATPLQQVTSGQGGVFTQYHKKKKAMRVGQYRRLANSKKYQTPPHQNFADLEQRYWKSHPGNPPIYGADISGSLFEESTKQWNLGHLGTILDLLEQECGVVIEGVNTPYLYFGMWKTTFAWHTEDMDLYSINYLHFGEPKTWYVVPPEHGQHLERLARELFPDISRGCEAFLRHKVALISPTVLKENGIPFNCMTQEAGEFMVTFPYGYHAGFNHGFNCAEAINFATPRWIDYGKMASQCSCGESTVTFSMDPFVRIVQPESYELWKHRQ
# RECQ1 helicase: qHTS Assay for Inhibitors of RecQ-Like Dna Helicase 1 (RECQ1). ATP-dependent DNA helicase Q1 (Homo sapiens), P46063. RECQ1 DNA unwinding, red fluorescence kinetic read. Potency, µM (titrated, usually from 57.3 µM), for inactives: at the top dose activity, negative = inhibition, actives largely listed as inhibitors. 240,000 compounds, 0.54% hits. AID 2549, 2010;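 note: plate controls were vehicle for no effect and no enzyme for full effect; nearly all actives have a fitted effect of over 30% in size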
#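 RECQ1T1 50 nM; forked duplex (20 bp + 30-nt ss tails) 200 nM, ATP 2 mM final; pH 8.0, 2 mM MgCl2, 2.5 ug/ml poly(dI-dC); 15 min compound preincubation; discontinuous kinetic read over 2 h at RT.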
# GoLoco inh red: qHTS Assay for Inhibitors of RGS12 GoLoco Motif Activity (Red Fluorophore); 230,000 compounds, 0.44% hits; Potency, µM (doses to about 61.6 µM), for the others: at the top dose activity, negative = inhibition, hits mostly inhibitors; Guanine nucleotide-binding protein G(i) subunit alpha-1 (Homo sapiens), P63096; Gai1:RGS12 GoLoco peptide FP, rhodamine, 10 min; active = well fitted inhibition curve with a large enough effect, not every such curve was filed as active; inactive = no such curve, though single readings can be large or run the other way; note: nearly all actives have a fitted effect of over 30% in size; many of its hits are not listed in these tables
# Target sequence (P63096 whole entry, looked up): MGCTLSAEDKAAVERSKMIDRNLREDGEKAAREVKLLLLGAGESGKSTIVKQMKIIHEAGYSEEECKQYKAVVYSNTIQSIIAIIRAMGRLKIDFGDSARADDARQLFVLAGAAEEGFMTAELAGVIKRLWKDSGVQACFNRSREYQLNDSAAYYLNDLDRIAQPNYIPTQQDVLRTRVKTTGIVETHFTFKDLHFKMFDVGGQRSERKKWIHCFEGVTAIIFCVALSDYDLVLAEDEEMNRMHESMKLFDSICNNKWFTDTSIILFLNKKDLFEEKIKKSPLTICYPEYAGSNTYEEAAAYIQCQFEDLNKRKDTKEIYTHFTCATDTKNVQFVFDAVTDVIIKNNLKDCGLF
# Tau fibril ThT: qHTS for Inhibitors of Tau Fibril Formation, Thioflavin T Binding; Microtubule-associated protein tau (Homo sapiens), P10636; recombinant tau K18 P301L (four-repeat tau fragment), heparin-induced fibrillization, ThT fluorescence; Potency, µM (series often up to 57.4 µM), without a hit: at the highest dose activity, negative = inhibition, hits mostly inhibitors; 270,000 compounds, 2.1% hits; AID 1460, 2008; note: nearly all actives have a fitted effect of over 55% in size
# Target sequence (P10636 561-689 P618L limits assumed): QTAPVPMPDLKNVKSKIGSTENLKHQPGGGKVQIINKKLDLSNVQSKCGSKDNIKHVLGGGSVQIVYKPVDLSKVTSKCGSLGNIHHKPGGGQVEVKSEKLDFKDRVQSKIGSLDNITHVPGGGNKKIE
#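 Heparin-induced fibrillization of the P301L-mutant K18 repeat-domain fragment of human tau was followed by ThT binding in quantitative high-throughput format.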
# L3MBTL1 block: qHTS Assay for the Inhibitors of L3MBTL1; AlphaScreen L3MBTL1–H3K9me1 peptide binding; Potency, µM (series often up to 57.1 µM), for inactives: at the highest dose activity, negative = inhibition, usual class: inhibitors; 230,000 compounds, 0.66% hits; note: nearly all actives have a fitted effect of over 60% in size
#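 L3MBTL1 50 nM + b-AHA-H3(1-15)K9me1 75 nM, 30 min RT; compound added, 30 min RT; streptavidin donor/Ni-chelate acceptor beads 10 ug/mL each final, 30 min RT dark; AlphaScreen read.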
# Tau FP inhib: qHTS for Inhibitors of Tau Fibril Formation, Fluorescence Polarization | Microtubule-associated protein tau (Homo sapiens), P10636 | K18 P301L tau heparin fibrillization, Alexa594 FP, 6 h | Potency, µM (series often up to 57.7 µM), without a hit: at the top dose activity, negative = inhibition, hits mostly inhibitors | 280,000 compounds, 0.39% hits; note: nearly all actives have a fitted effect of over 55% in size
#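 Recombinant K18 P301L […], labeled with Alexa 594 at 0.24 uM over 15 uM unlabeled; heparin inducer 20 uM final; 37 C, 6 hr; FP endpoint.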
# TRb SRC2 PPI: qHTS for Inhibitors of the Interaction of Thyroid Hormone Receptor and Steroid Receptor Coregulator 2 | Thyroid hormone receptor beta (Homo sapiens), P10828 | TRbeta-SRC2 peptide binding, fluorescence polarization; receptor liganded with 1 µM T3 | Potency, µM (series often up to 106 µM), inactives show top-dose activity change, negative = inhibition, usual class: inhibitors | 280,000 compounds, 0.065% hits;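 note: plate controls were bound peptide for no effect and peptide without receptor for full effect; nearly all actives have a fitted effect of over 50% in size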
#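 Human TRb LBD (0.6 uM) plus Texas Red-labeled SRC2 peptide (20 nM), 1uM T3, 5% DMSO, 5 hr at ambient temperature. Decreased polarization (555/632 nm) flags inhibition; data normalized to free and bound peptide controls.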
# Active calls of the source: *; i = inactive; u = inconclusive; x = not tested or not shown; ! = a repeat was not active; [ ] = remark or other dose. Unless noted, calls come from the whole dose curve; as a rule, active = well fitted curve in the direction sought with a large enough effect; inconclusive = small, poorly fitted or top-dose-only effect, or another doubt; inactive = no such curve, though single readings can be large; an effect the other way counts as inactive or inconclusive. Unless noted, % is set by controls: 0 for no effect and ±100 for the full control effect; potency is the fitted concentration of half-maximal effect.
SMILES,TR SRC2 fluor cs,KDM4E inh,RECQ1 helicase,GoLoco inh red,Tau fibril ThT,L3MBTL1 block,Tau FP inhib,TRb SRC2 PPI
CNC(=O)c1sc(=S)n(-c2ccc(OC)cc2)c1N,-3%,-3%,i,7%,-4%,-15%,0%,1%
COc1cc(C(O)c2nc3ccccc3s2)cc(OC)c1OC (stereo unspecified),-3%,12%,14%,5%,-6%,x,0%,3%
COc1ccc(Cl)cc1S(=O)(=O)N1CCN(C(=O)c2ccco2)CC1,1%,1%,6%,5%,2%,-11%[11.4 µM],-5%,-16%
Cc1nc(NC(=O)/C=C/c2ccccc2)sc1C(=O)N1CCCCC1,-3%,-7%,i,15%,-9%,-4%,-11%,1%
COc1ccc(Cn2nnnc2C(c2ccccc2Cl)N2CCN(C)CC2)cc1 (stereo unspecified),-1%,-2%,-10%,9%,-7%,x,1%,0%
COc1ccc(Cl)cc1-c1ccc(C(=O)O)s1,-3%,x,i,-2%[88.7 µM],-12%[81.4 µM],x,6%[81.3 µM],-2%
Cc1ccc(OCC(=O)NNC(=O)CCC(=O)NCc2ccccc2)cc1,-1%,-7%,10%,-13%,-14%,1%,4%,-4%
CCN(CC)S(=O)(=O)c1cc(NS(=O)(=O)c2cccc(Cl)c2)ccc1C,0%,4%,-3%,-5%,0%,4%,1%,-6%
Cc1cccc2cc(COC(=O)c3ccco3)c(=O)[nH]c12,0%,u,-15%,3%,5%,4%,3%,-6%
O=C(O)C1=C[C@@H](C2CCCCC2)C[C@@H](OCc2ccc(CO)cc2)O1,-2%,5%,-8%,-8%,-4%,13%,-14%,-1%
COc1cccc(CNS(=O)(=O)c2ccc(-c3cc(C(F)(F)F)on3)s2)c1,0%,x,x,x,-3%,x,-19%,-1%
COc1ccc(S(=O)(=O)NCC(c2ccc(N(C)C)cc2)N2CCCC2)cc1 (stereo unspecified),-8%,x,x,x,7%,x,6%,-5%
COc1cc(/C(C)=N/NC(=O)C(O)(c2ccccc2)c2ccccc2)ccc1O,-3%,4%,i,15%,-1%,3%,0%,-5%
C=CCc1ccc(OCc2ccc(C(=O)Nc3ccc(NC(C)=O)cc3)o2)c(OC)c1,4%,x,x,x,u,x,15%,0%
Cc1[nH]c2ccccc2c1C(=O)COC(=O)Cn1c(C(F)(F)F)nc2ccccc21,-2%,6%,-4%,8%,5%,7%,4%,-4%
O=C(Nc1nc2ccccc2s1)c1ccc(N2CCCCC2)c([N+](=O)[O-])c1,-1%,-1%,-11%,3%,4.5µM*,-22%,-14%,-9%
Cc1c(CCOC(=O)CC23CC4CC(CC(C)(C4)C2)C3)sc[n+]1CC(=O)c1ccccc1,0%,-3%,-2%,8%,u,-11%,5%,-1%
O=C(COC(=O)C1=COCCO1)Nc1ccccc1,-6%,-2%,-3%,-2%,-17%,x,-4%,-11%
O=C(CCC1N=C2c3ccccc3N=C(SCc3ccc(F)cc3)N2C1=O)NCc1cccs1 (stereo unspecified),2%,x,x,x,-1%,x,-2%,8%
CCCCCCNC1=NCCS1,0%,6%,0%,1%,1%,x,-1%,-5%

# Complete entries, quoted from the list. Screens in order: TR SRC2 fluor cs	KDM4E inh	RECQ1 helicase	GoLoco inh red	Tau fibril ThT	L3MBTL1 block	Tau FP inhib	TRb SRC2 PPI
# `Cc1cccc2cc(COC(=O)c3ccco3)c(=O)[nH]c12` as listed: 0%	u	-15%	3%	5%	4%	3%	-6%
# `O=C(O)C1=C[C@@H](C2CCCCC2)C[C@@H](OCc2ccc(CO)cc2)O1` as listed: -2%	5%	-8%	-8%	-4%	13%	-14%	-1%
# `COc1cc(C(O)c2nc3ccccc3s2)cc(OC)c1OC` (stereo unspecified) as listed: -3%	12%	14%	5%	-6%	x	0%	3%

# Next results:
SMILES,TR SRC2 fluor cs,KDM4E inh,RECQ1 helicase,GoLoco inh red,Tau fibril ThT,L3MBTL1 block,Tau FP inhib,TRb SRC2 PPI
CCOC(=O)C1CCCN(S(=O)(=O)c2ccc(Br)c(OC)c2)C1 (stereo unspecified),4%,17%,-7%,4%,-11%,0%,-13%,-4%
CCN(Cc1cc2ccc(C)cc2[nH]c1=O)C(=O)c1ccncc1,0%,u,24%,6%,-13%,-7%,7%,2%
CC(C)CN1C=C2C(=O)C(C)(OC(=O)C3CCCC3)C(=O)C=C2C=C1c1ccsc1 (stereo unspecified),-2%[11.2 µM],32µM*!,-9%[11.5 µM],0%[14.2 µM],u,x,-2%[11.6 µM],5%[11.2 µM]
COCCN1C=C2C(=O)C(C)(OC(=O)CCC(=O)OC)C(=O)C(Br)=C2C=C1c1ccc(OC)cc1 (stereo unspecified),-1%[11.2 µM],u,15%[11.5 µM],11%[14.2 µM],-11%[11.5 µM],x,-5%[11.6 µM],3%[11.2 µM]
COC(=O)c1ccc2c(=O)n(CCCCCC(=O)O)c(=S)[nH]c2c1,-1%,u,-16%,-23%,-6%,-2%,5%,4%
CS(=O)(=O)NCCCc1ccccc1,-1%,3%,-4%,-3%,-9%,1%,-3%,-18%
CCOCCCn1c(C)nc2c(c1=O)c1nc3ccccc3nc1n2-c1ccc2c(c1)OCCO2,-2%,-2%,i,1%,u,-1%,0%,1%
Cc1ccc(S(=O)(=O)NC(CN2CCOCC2)=NCCNS(=O)(=O)c2ccccc2)cc1,1%,-17%,-4%,-23%,-9%,-6%,4%,-19%
Cc1ccc(-c2cc(=O)c3cc(F)ccc3[nH]2)cc1,-4%,6%,-13%,1%,-3%,11%,-2%,-2%
COc1ccc(C(=O)/C=C/c2ccc(OC)c(Cn3nnc4ccccc43)c2)cc1,1%,-18%,-11%,0%,u,-9%,1%,1%
CC1CCCC(C)N1CCNC(=O)Cn1nc(-c2ccccc2)ccc1=O (stereo unspecified),3%,-23%,-10%,5%,5%,0%,1%,-19%
COc1cccc(C(CC(=O)NCC2CCCO2)NS(=O)(=O)c2ccc(C)cc2)c1OC (stereo unspecified),-1%,11%,3%,4%,-6%,4%,-6%,4%
O=C(Cc1cccs1)Nc1ccc2c(c1)C(=O)OC2,2%,6%,i,-5%,-1%,x,-10%,-17%
Cn1c(=O)c2c(nc(Sc3ncccn3)n2Cc2ccccc2Cl)n(C)c1=O,2%,6%,i,-22%,10%,x,1%,-18%
O=C(NNC(=O)C1CCN(S(=O)(=O)c2cccc(C(F)(F)F)c2)CC1)C1CC1,0%,-15%,-7%,12%,-3%,-8%,-2%,-8%
Cc1ccc(CS(=O)(=O)CCC(=O)NCCC2=CCCCC2)cc1,-1%,-7%,i,-1%,-11%,x,3%,-3%
COc1ccc(CCNC(=O)CO/N=C/c2cc3c(cc2Br)OCO3)cc1OC,4%,3%,i,6%,-6%,10%,11%,-5%
NCCOc1ccc(C2CCCCC2)cc1,-2%,13%,-14%,-13%,-5%,x,6%,4%
CC1CCCCC1NC(=O)CN1C(=O)c2cccc(N)c2C1=O (stereo unspecified),-2%,u,5%,0%,6%,x,-5%,-6%
COc1cc(NC(=O)CCc2c(C)nn(-c3ccc(N4CCCCC4)nn3)c2C)cc(OC)c1OC,-1%,x,x,x,u,x,-3%,-4%
CCN(CC)CCOC(=O)c1ccc(Cl)cc1Cl,-2%,3%,-3%,-7%,6%,-8%,-2%,6%
O=C(O)CCCNS(=O)(=O)/C=C/c1ccccc1,1%,-9%,i,-9%,7%,x,9%,-2%
Cc1ccc(-c2csc(NC(=O)CSc3nc4ccccc4[nH]3)n2)cc1,2%,5%,-8%,5%,2%,-7%,u,5%
CCOC(=O)c1c(-c2ccccc2)c(C(C)=O)c(=O)n(C)c1C,1%,6%,-11%,-14%,-10%,x,-1%,9%
CCn1nnnc1-c1ccc(OC)c(S(=O)(=O)N2CCCCC2)c1,-6%,11%,-1%,-1%,3%,3%,8%,3%
COc1ccc(NS(=O)(=O)c2ccc3c(c2)oc(=O)n3C)c(OC)c1,2%,8%,-14%,5%,-1%,x,0%,-5%
COc1ccc(N/C=C/C(=O)c2ccc(OC)c(OC)c2)cc1,0%,-27%,i,-7%,u,3%,-5%,-5%
CCc1ccc(OCC(=O)N(C)C2CCS(=O)(=O)C2)cc1 (stereo unspecified),1%,-27%,i,-14%,-1%,x,3%,-24%
C=CCN1C(=O)C(C(C)CC)NC1=S (stereo unspecified),2%,3%,-8%,-16%,-4%,7%,-3%,3%
CC(C)[C@H](NC(=O)c1ccco1)C(=O)OCC(=O)c1ccc2c(c1)NC(=O)CO2,-4%,0%,i,2%,-3%,4%,5%,5%
CCN(CCn1cccn1)C(=O)CCc1nnc(C2(c3ccc(Cl)cc3)CCC2)o1,1%,8%,8%,18%,2%,4%,-1%,-2%
Cc1cc(C(F)(F)F)n(-c2nc(C(=O)NNS(=O)(=O)c3ccccc3)cs2)n1,-5%,3%,-5%,5%,-10%,x,9%,-11%
O=C(O)C1Nc2c(O)cccc2C2C=CCC12 (stereo unspecified),u,18µM*,4µM*,61%[activator],13µM*,1µM*,u,17%
Cc1c(C(=O)NCc2ccco2)sc2nc(-c3ccccc3)cn12,-4%,5%,-10%,3%,-11%,-10%,-12%,-4%
CCN(CC)C(=O)C1CCN(S(=O)(=O)c2ccc3c(c2)CCCN3C(C)=O)CC1,1%,x,x,x,3%,x,-8%,-6%
CCOC(=O)C(Cc1ccc(OC)c([N+](=O)[O-])c1)NC(=O)CCC(=O)Nc1ccc(OC)cc1 (stereo unspecified),-1%,-2%,i,11%,-3%,1%,2%,2%
CCC(=O)Nc1ccc(C)cc1-c1nc2ccccc2n(C(C)C(=O)Nc2ccccc2CC)c1=O (stereo unspecified),-1%,x,x,x,-2%,x,-7%,5%
O=C(CN1CCOCC1)N/N=C/c1ccco1,-2%,5%,-3%,7%,-1%,-5%,4%,-1%

# An excerpt (hit frequency here may not be typical).
